Screening data: PubChem BioAssay, NMMLSC
Bfl-1 Bim block = human Bim-Bfl-1 interaction inhibition; Q16548; Bead-based flow cytometry, Bim-Bfl-1 binding inhibition; inhibition, % at 10 µM; 0.12% of 190,000 active; AID 1008;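 also: 0% = wells without compound plus tracer and 100% = blocker peptide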
Bim-Bcl-B = disrupts Bim peptide binding to human Bcl-B; 0.073% of 190,000 active; inhibition, % at 10 µM; bead-based flow cytometry;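 also: 0% = tracer peptide without compound and 100% = reference inhibitor peptide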
Target sequence (Q9HD36 whole entry, looked up): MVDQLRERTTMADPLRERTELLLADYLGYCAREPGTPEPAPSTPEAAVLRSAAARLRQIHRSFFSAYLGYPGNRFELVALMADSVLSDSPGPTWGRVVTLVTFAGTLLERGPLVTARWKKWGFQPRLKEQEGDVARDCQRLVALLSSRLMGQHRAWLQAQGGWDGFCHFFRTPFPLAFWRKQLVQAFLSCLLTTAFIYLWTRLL
ABCB1 inh = blocks JC-1 efflux by human ABCB1 transporter; P08183; CCRF-Adr cells, flow cytometry; AID 1326; inhibition, % at 6.6 µM; 0.067% of 190,000 active; in the data active = inhibition above about 40%;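 also: 0% = vehicle and 100% = reference inhibitor; higher value means more JC-1 retained so stronger ABCB1 efflux block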
GSH fluor = GSH bead compound fluorescence profile | GSH beads flow cytometry, compound fluorescence 488/530 nm; stronger effect = higher value | fluorescence (KMESF) at 10 µM | 0.25% of 190,000 active; in the data active = fluorescence above about 89;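 also: glutathione beads carrying GST-tagged Bcl family fusion proteins plus one bare bead set; values are compound well signal with DMSO vehicle wells as background; inactives centre near 16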
Avidin fluor = compound fluoresces at 488/530 nm on avidin beads. AID 1775. 0.38% of 220,000 active. fluorescence (KMESF) at 10 µM. compound fluorescence 488/530 nm, flow cytometry; stronger effect = higher value; in the data active = fluorescence above about 47; also: inactives centre near 10
ABCG2 block = blocks JC-1 efflux by human ABCG2 transporter | Q9UNQ0 | IgMXP3 cells, flow cytometry | inhibition, % at 6.6 µM | 0.1% of 190,000 active | AID 1325;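 active = inhibition above 80%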;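 also: 0% = DMSO and 100% = nicardipine control wells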
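Assay system – ABCG2 IgMXP3 and barcoded ABCB1 CCRF-Adr cell mix · Input – 3 million cells/mL in well · Reagent – JC-1 fluorescent substrate · Compound – single test compound dose, 6.6 µM final · Timing – 10 min exposure at 25 °C with rotation, no wash · Detection – flow cytometry of retained JC-1 fluorescence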
RGS4-Gao reg = modulates binding of RGS4 to human Galphao; P09471; Multiplexed bead flow cytometry; actives lie on both sides; 0.33% of 220,000 active; binding response (% of control), % at 10 µM; in the data active = binding response below about 49% or above about 150%; inactive = in between;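 also: fluorescent Galphao activated with aluminum fluoride binding bead-coupled RGS4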
Target sequence (P09471 whole entry, looked up): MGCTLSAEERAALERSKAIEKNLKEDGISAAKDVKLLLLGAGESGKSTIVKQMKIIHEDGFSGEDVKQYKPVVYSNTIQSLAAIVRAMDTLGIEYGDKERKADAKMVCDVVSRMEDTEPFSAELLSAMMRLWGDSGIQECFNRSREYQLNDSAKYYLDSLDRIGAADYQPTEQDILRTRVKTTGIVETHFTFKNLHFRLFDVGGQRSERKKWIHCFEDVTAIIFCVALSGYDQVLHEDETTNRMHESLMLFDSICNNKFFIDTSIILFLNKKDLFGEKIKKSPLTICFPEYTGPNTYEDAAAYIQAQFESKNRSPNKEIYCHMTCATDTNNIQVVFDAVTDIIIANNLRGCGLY
Bcl-XL Bim block = human Bim-Bcl-XL interaction inhibition. Q07817. inhibition, % at 10 µM. Bim peptide-Bcl-XL binding, bead flow cytometry, fluorescence. 0.04% of 190,000 active
Target sequence (Q07817 whole entry, looked up): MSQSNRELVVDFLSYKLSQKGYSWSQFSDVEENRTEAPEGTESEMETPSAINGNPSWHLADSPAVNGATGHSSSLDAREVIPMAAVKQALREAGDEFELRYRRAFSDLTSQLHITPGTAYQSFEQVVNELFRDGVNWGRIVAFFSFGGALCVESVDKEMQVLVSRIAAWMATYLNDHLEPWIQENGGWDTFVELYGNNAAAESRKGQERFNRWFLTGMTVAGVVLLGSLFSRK
Bcl-W Bim block = human Bim-Bcl-W interaction inhibition; bead-based flow cytometry, Bim peptide-Bcl-W binding; 0.02% of 190,000 active; Q92843; inhibition, % at 10 µM;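 also: 0% = bound tracer without compound and 100% = peptide blocker; higher means less fluorescent Bim peptide bound to Bcl-W beads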
RGS7-Gao reg = human RGS7-Galphao interaction regulation. P09471. Multiplexed bead flow cytometry, RGS7-Galphao binding; actives lie on both sides. binding response (% of control), % at 10 µM. 0.35% of 220,000 active. AID 1439; in the data active = binding response below about 49% or above about 150%; inconclusive = no clear call, values can overlap the other calls; inactive = in between;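 also: fluorescent Galphao held in activated GDP-AlF4 state binding bead-coupled RGS7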
Bcl-2 Bim block = human Bim-Bcl-2 interaction inhibition | Bead-based flow cytometry, Bim peptide-Bcl-2 binding | inhibition, % at 10 µM | 0.06% of 190,000 active; in the data active = inhibition above about 40%; inconclusive = no clear call, values can overlap the other calls;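 also: 0% = no compound wells with probe peptide and 100% = reference peptide inhibitor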
The depositor's hits bear a star; ? = inconclusive; nt = no result given. Rule as the data show it, unless noted: active = inhibition above about 40%.

SMILES	Bfl-1 Bim block	Bim-Bcl-B	ABCB1 inh	GSH fluor	Avidin fluor	ABCG2 block	RGS4-Gao reg	Bcl-XL Bim block	Bcl-W Bim block	RGS7-Gao reg	Bcl-2 Bim block
CC(=O)N/N=C/c1cc(C)n(-c2ccc(Br)cc2)c1C	-3	-9	0.9	14	15	18	100	-2	0	98	-11
COc1ccccc1CCNC(=O)CCSc1nc(-c2ccco2)cc(C(F)(F)F)n1	6	-6	0.6	15	8	3	98	-2	0	98	4
Cc1ccc(Cl)cc1NC(=O)COC(=O)C1CCCCC1	-13	-5	0.4	249*	8	3	101	5	2	103	-4
CCN1CCN(c2nc(-c3ccccc3)nc3ccccc23)CC1	-11	-11	1.7	15	13	10	102	-8	-3	100	-14
NC(=O)c1ccc(NC(=O)COC(=O)c2cccc(Oc3ccccc3)c2)cc1	-1	-2	-0.1	6	0	-2	96	-3	0	98	-1
CC(C)(C)NC(=O)NC(=O)CN1CCc2ccccc21	-1	0	0.9	9	11	6	103	3	5	106	1
CN(C)c1nc(NC(C)(C)C)nc(NC(C)(C)C)n1	5	2	-0.1	19	8	2	94	-1	1	89	1
c1nnc2c3c4c(sc3ncn12)CCC4	0	0	1.3	9	14	13	101	-1	1	104	3
Cc1ccc2cc(CN(Cc3cccs3)Cc3nnnn3CC3CCCO3)c(=O)[nH]c2c1C (stereo not given)	-4	-4	7.3	14	37	11	99	-4	-3	101	-3
CCOC(=O)C1CCCN(C(=O)CCc2ccccc2)C1 (stereo not given)	-20	-7	0.0	23	30	0	103	-9	-1	101	-11
COc1cccc(N(Cc2nnc3n2CCCCC3)C(=O)Nc2ccccc2)c1	-4	-4	0.8	32	26	3	105	-2	-1	106	-5
Fc1cccc(Cl)c1CNCc1ccccc1Cl	-9	-4	0.2	7	10	1	100	-1	-1	98	-2
C=CCn1c(SCc2csc(C)n2)nc2sc3c(c2c1=O)CCC(C)C3 (stereo not given)	1	-10	2.8	21	6	12	102	-8	-5	102	6
Cc1nn(C)c(C)c1S(=O)(=O)N(CC(=O)N1CCc2ccccc2C1)c1ccc(C(C)C)cc1	-11	-5	2.6	27	8	3	102	-7	-1	97	-9
Cc1ccc(NC(=O)CCC(=O)N/N=C/C=C/c2ccccc2)cc1	-10	-1	0.3	13	10	3	80	-4	-5	99	-2
CC(C)OC(=O)CSc1nnnn1-c1ccc2c(c1)OCCO2	-8	-1	0.4	15	6	16	99	-3	-2	100	-5
COc1ccc(C(=O)NCc2cccnc2)cc1S(=O)(=O)N1CCCc2ccccc21	-3	1	1.6	77	13	7	99	-3	-3	101	-1
O=c1c2cc(N3CCOCC3)ccc2[nH]c(=S)n1Cc1ccccn1	0	-4	0.2	13	38	1	100	-4	-1	101	-3
CCNC(=O)COc1ccc(CC)cc1	0	-5	0.2	3	15	0	102	-4	0	102	-3
Cc1cc(C)n(C(=O)c2cc3ccccc3c(=O)o2)n1	-15	-9	1.4	25	10	16	97	-7	0	97	-10

Next section; it opens with the 7 that closed the last part.
SMILES	Bfl-1 Bim block	Bim-Bcl-B	ABCB1 inh	GSH fluor	Avidin fluor	ABCG2 block	RGS4-Gao reg	Bcl-XL Bim block	Bcl-W Bim block	RGS7-Gao reg	Bcl-2 Bim block
Cc1nn(C)c(C)c1S(=O)(=O)N(CC(=O)N1CCc2ccccc2C1)c1ccc(C(C)C)cc1	-11	-5	2.6	27	8	3	102	-7	-1	97	-9
Cc1ccc(NC(=O)CCC(=O)N/N=C/C=C/c2ccccc2)cc1	-10	-1	0.3	13	10	3	80	-4	-5	99	-2
CC(C)OC(=O)CSc1nnnn1-c1ccc2c(c1)OCCO2	-8	-1	0.4	15	6	16	99	-3	-2	100	-5
COc1ccc(C(=O)NCc2cccnc2)cc1S(=O)(=O)N1CCCc2ccccc21	-3	1	1.6	77	13	7	99	-3	-3	101	-1
O=c1c2cc(N3CCOCC3)ccc2[nH]c(=S)n1Cc1ccccn1	0	-4	0.2	13	38	1	100	-4	-1	101	-3
CCNC(=O)COc1ccc(CC)cc1	0	-5	0.2	3	15	0	102	-4	0	102	-3
Cc1cc(C)n(C(=O)c2cc3ccccc3c(=O)o2)n1	-15	-9	1.4	25	10	16	97	-7	0	97	-10
CCN1CCN(c2cc(C)c3cc(NC(=S)N4CCC5(CC4)OCCO5)ccc3n2)CC1	1	-3	0.8	63	12	2	104	-1	0	96	1
CCn1c(Cn2nnc(-c3ccccc3)n2)nnc1SCC(=O)Nc1ccccc1	-16	-10	-0.2	29	18	5	99	-6	-1	102	-8
Cc1cccc(C)c1OCc1nnc(SCC(=O)Nc2nccs2)o1	-8	-3	-0.1	23	8	1	91	-2	5	79	-6
COc1cccc(Cn2c(OCC3CCCO3)nc3c2c(=O)n(C)c(=O)n3C)c1 (stereo not given)	-2	-9	-0.2	9	3	7	104	-5	-2	104	-2
COc1c2c(cc3oc(C)cc(=O)c13)OC(C(C)(C)OC1OC(CO)C(O)C(O)C1O)C2 (stereo not given)	0	-1	2.7	17	9	3	98	-2	-1	100	2
O=[N+]([O-])c1ccccc1S(=O)(=O)N1CCN(CC2CC=CCC2)CC1 (stereo not given)	-4	-1	1.8	15	10	5	101	0	1	?	-3
O=C(OCc1cc([N+](=O)[O-])cc2c1OCOC2)c1ccc2ccccc2n1	-2	-5	1.8	14	10	8	94	-2	-1	?	-1
c1ccc(COC2CCCN(Cc3nc(Cc4ccccc4)no3)C2)cc1 (stereo not given)	-6	-7	0.4	13	5	1	73	-2	-1	94	-3
O=S1(=O)CCC(N=Cc2ccc(-c3ccc(Cl)cc3)o2)C1 (stereo not given)	-14	-10	0.0	18	5	1	99	-5	-5	95	-2
COc1cccc(CNc2ncn[nH]2)c1OCc1ccc(F)cc1	-4	-3	0.8	25	12	2	106	0	-1	103	-3
CC1(C)CC(=O)c2c(nn(-c3ccccc3)c2-c2ccncc2)C1	-3	-2	0.6	11	22	2	104	-4	-5	108	-3
C=CCN(c1ccccc1Cl)S(=O)(=O)c1cccc(C(=O)OCC(=O)N(C)C2CCS(=O)(=O)C2)c1 (stereo not given)	-6	-3	1.3	12	13	6	103	-4	-2	104	0
COC(=O)c1cn(CC(=O)NCc2ccco2)c2ccccc12	-9	-6	0.6	34	14	4	107	-6	0	102	-9
O=C(CN1CC(c2ccccc2)CC1=O)OCc1ccccc1F (stereo not given)	6	7	0.1	32	10	nt	95	7	5	94	2
Cn1c(SCC(=O)N2CCCC2)nc2ccccc21	1	-1	0.5	11	14	0	106	0	-2	102	-4
O=C(/C=C/c1cccs1)c1cc(Cl)ccc1OC(=O)N1CCOCC1	-3	-2	1.4	18	33	7	101	-3	-2	102	-4
CN1C(=O)CC(N2CCN(CC(=O)N3CCCC3)CC2)C1=O (stereo not given)	-3	0	-2.4	22	17	-2	96	0	-1	96	-2
C=CCNCCCOc1ccc(Cl)cc1Br	-2	-3	0.1	11	4	2	98	-3	-2	102	0
O=C(O)CCC(=O)Nc1ccccc1C(=O)N1CCN(c2ccc(Cl)cc2)CC1	-2	0	0.3	18	11	1	94	-1	2	96	2
CCCCN(CCCC)CC1OCc2ccccc2CO1	-1	-3	0.6	28	10	4	94	-3	-3	101	-1

Whole records, looked up by structure. Order of values: Bfl-1 Bim block, Bim-Bcl-B, ABCB1 inh, GSH fluor, Avidin fluor, ABCG2 block, RGS4-Gao reg, Bcl-XL Bim block, Bcl-W Bim block, RGS7-Gao reg, Bcl-2 Bim block
Results for O=C(/C=C/c1cccs1)c1cc(Cl)ccc1OC(=O)N1CCOCC1 = -3, -2, 1.4, 18, 33, 7, 101, -3, -2, 102, -4
Results for O=C(CN1CC(c2ccccc2)CC1=O)OCc1ccccc1F (stereo not given) = 6, 7, 0.1, 32, 10, nt, 95, 7, 5, 94, 2
Results for CCCCN(CCCC)CC1OCc2ccccc2CO1 = -1, -3, 0.6, 28, 10, 4, 94, -3, -3, 101, -1

Further structures:
SMILES	Bfl-1 Bim block	Bim-Bcl-B	ABCB1 inh	GSH fluor	Avidin fluor	ABCG2 block	RGS4-Gao reg	Bcl-XL Bim block	Bcl-W Bim block	RGS7-Gao reg	Bcl-2 Bim block
CCN1CC=C2C(C#N)=C(N)C(C#N)(C#N)[C@H](c3cccc(OC)c3OC)[C@H]2C1	-1	0	0.7	33	16	17	110	3	2	113	0
COc1ccc(C2N(c3cc(Cl)ccc3OC)C(=O)C3CCCN32)cc1 (stereo not given)	-5	-6	0.8	28	6	3	102	0	-1	104	-2
COc1cccc(-n2c(Cc3cc(=O)[nH]c(=O)[nH]3)nnc2SCC(=O)N2CCCCCC2)c1	-16	-8	0.1	15	9	0	100	-6	-4	103	-9
CC1CN(CC(=O)Nc2ccccc2Sc2ccccc2)CC(C)O1 (stereo not given)	-14	-12	3.3	17	5	13	99	-6	-6	96	-6
Cc1onc(C(=O)NC(C)c2ccccc2)c1[N+](=O)[O-] (stereo not given)	-6	-4	-0.1	11	9	5	101	-6	-6	97	-2
COc1cc(Nc2nc(-c3ccccc3)c3cc(C)ccc3n2)cc(OC)c1OC	3	-5	0.9	15	15	3	99	-4	-6	105	-4
O=C1CCCC2=C1C(c1ccccn1)Nc1ccc(C(=O)c3ccccc3)cc1N2 (stereo not given)	13	-2	0.6	6	10	6	97	-1	10	86	4
O=C(Cc1coc(-c2ccc(F)cc2)n1)N1CCOCC1	0	-2	0.1	26	35	1	98	-3	-5	99	1
COc1ccc(-c2cc(-c3n[nH]c(=S)n3-c3cccc4ccccc34)[nH]n2)cc1	-5	-5	-0.5	13	6	-2	100	-1	-3	?	-3
CCOC(=O)C1CCN(C(=O)c2ccc(OCC)c(OCC)c2)CC1	-10	-6	0.6	35	6	1	103	-1	6	102	-5
CC1c2nc3ccccc3n2C(CC(=O)NC2CC2)C(=O)N1Cc1ccccc1 (stereo not given)	-5	-3	0.2	8	12	8	101	-3	-1	93	-3
CC(=O)Nc1ccc(NC(=O)C2CC(=O)N=C(N)S2)cc1 (stereo not given)	-3	-3	0.1	14	22	1	102	-1	-3	103	-4
Cc1ccc(CNC(=O)C2CCCN(C(=O)N(C)C)C2)cc1 (stereo not given)	-13	-4	0.1	4	7	0	106	-2	-3	96	0
